Rad51 HR inh: Rad51 (human) homologous recombination inhibition | Q06609 | hRad51 DNA strand exchange, fluorescence dequenching | inhibition, % at 10 µM | 200,000 tested, 0.085% active | AID 1385;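 active means inhibition above 40% at the single screening dose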;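 further: 0% = DMSO control wells and 100% = blanks with heterologous ssDNA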
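material = hRad51 filaments on single-stranded DNA | reagent = Donor/quencher-labelled 47-bp dsDNA substrate | compound = 10 µM final, single point | schedule = strand-exchange reaction 15 min at room temperature | measured by = fluorescein emission 520 nm, excitation 485 nm | read-out basis = % inhibition versus plate control and blank means | benchmarks = plate controls and plate blanks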
14-3-3 Bad inh: disrupts binding of bovine 14-3-3 zeta to phospho-Bad peptide | inhibition, % at 21.7 µM | P63103 | 220,000 tested, 0.71% active | TR-FRET 14-3-3zeta/Dy647-pBad peptide displacement, 1 h | AID 781;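 active means inhibition above about 70%, limit read from the data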;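 further: 0% = full 14-3-3 plus peptide FRET controls and 100% = background without 14-3-3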
Target sequence (P63103 whole entry, looked up): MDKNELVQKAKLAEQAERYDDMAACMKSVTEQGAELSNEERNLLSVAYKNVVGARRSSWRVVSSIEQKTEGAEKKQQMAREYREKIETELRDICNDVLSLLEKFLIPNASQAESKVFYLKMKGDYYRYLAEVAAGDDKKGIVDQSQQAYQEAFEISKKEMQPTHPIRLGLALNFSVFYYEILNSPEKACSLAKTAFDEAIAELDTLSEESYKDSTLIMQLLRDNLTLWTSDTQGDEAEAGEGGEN
EBV gp42 inh: EBV gp42 inhibition. 220,000 tested, 0.42% active. Fluorescence polarization binding assay, mP read-out. AID 1085. Q1HVG2. inhibition, % (tested at 21.74 µM); in the data active means inhibition above about 50%
Target sequence (Q1HVG2 whole entry, looked up): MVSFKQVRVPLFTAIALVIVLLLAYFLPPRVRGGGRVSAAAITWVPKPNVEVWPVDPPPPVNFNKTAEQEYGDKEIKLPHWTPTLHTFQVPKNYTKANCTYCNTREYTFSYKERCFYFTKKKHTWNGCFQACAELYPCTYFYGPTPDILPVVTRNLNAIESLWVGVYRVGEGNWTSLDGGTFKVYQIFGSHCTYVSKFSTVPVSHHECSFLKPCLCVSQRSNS
KLK5 inh: kallikrein 5 (human) inhibition. Q9Y337. recombinant hK5, fluorogenic AMC substrate cleavage. inhibition, % at 5 µM. 210,000 tested, 0.59% active;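 active means inhibition of 40% or more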;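 further: 0% = enzyme controls without compound and 100% = no-enzyme blanks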
Target sequence (Q9Y337 67-293 limits assumed): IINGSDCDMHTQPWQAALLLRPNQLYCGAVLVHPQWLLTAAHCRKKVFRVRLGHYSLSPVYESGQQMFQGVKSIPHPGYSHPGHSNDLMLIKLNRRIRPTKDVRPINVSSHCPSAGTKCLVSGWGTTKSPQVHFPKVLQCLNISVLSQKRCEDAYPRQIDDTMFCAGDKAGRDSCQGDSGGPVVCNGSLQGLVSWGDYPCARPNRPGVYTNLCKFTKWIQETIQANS
eIF4E-4G inh: blocks eIF4E binding to eIF4G; P63073+Q04637; TR-FRET eIF4E-eIF4GI(517-606) binding, 2 h; inhibition, % at 21.7 µM; 220,000 tested, 0.37% active; AID 782;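 further: 0% = full FRET control wells and 100% = background wells lacking eIF4GI fragment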
Furin inhibitor: human furin inhibition; P09958; inhibition, % at 30 µM; AID 463115; 220,000 tested, 0.061% active; purified furin, fluorogenic substrate cleavage; in the data active means inhibition above about 25%; further: inactives centre near -15
thrombin 1536: blocks human thrombin protease activity. AID 1046. inhibition, % at 5 µM. 220,000 tested, 0.26% active. P00734. alpha-thrombin, Boc-VPR-AMC fluorogenic substrate cleavage;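 active means inhibition at or above 40%; inactive means inhibition below 40%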;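 further: 0% = enzyme with no compound and 100% = wells without enzyme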
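Test system: human alpha-thrombin protein / Dosing: one concentration per compound, 5 µM, with 0.2% DMSO / Medium: pH 7.5 Tris-saline with Tween 20 / Benchmarks: no-compound enzyme wells and no-enzyme blanks / Read-out basis: percent inhibition of thrombin substrate cleavage / Timing: reaction at room temperature / Measured by: fluorescence, ex 355 nm, em 460 nm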
Cl transport mod: modulators of human KCC2 chloride dependent transport. KCC2 cells, thallium flux FluoZin-2 fluorescence. 190,000 tested, 2.2% active. Q9H2X9. B-score of Tl+ flux slope (higher = more flux/activation; lower = inhibition) at 10 µM;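 active means thallium flux slope and its plate-corrected score both differing from the plate sample mean at a set confidence after two filtering rounds, in either direction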;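 further: slope of fluorescence scaled to starting intensity during 10 to 20 s after thallium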
p47phox inh: p47phox (human) inhibition. inhibition, % at 24.7 µM. 220,000 tested, 0.53% active. p47phox/p22phox peptide binding, fluorescence polarization, 2 h;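 further: 0% = p47phox with labelled peptide and 100% = labelled peptide alone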
Target sequence (P14598 whole entry, looked up): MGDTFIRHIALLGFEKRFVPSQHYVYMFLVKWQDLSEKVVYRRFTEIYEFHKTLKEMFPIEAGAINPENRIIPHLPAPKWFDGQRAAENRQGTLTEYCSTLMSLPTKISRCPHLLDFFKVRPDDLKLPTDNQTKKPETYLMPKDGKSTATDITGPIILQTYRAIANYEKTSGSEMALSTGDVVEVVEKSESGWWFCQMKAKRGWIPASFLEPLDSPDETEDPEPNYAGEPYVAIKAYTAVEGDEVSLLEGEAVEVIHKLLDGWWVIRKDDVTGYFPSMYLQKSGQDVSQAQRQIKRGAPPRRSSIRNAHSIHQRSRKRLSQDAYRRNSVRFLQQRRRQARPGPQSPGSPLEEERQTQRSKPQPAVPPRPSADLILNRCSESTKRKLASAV
The depositor's hits bear a star; . = no result given; [ ] = dose if it differs, or a comment.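 How the source made its calls, unless noted: active means inhibition above about 30% (limit read from the data); inactive means the rest.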 The order is random; 4.7% or so of the library scored in one or more.

1) O=C(COC(=O)c1cncc(Br)c1)NC1CCCC1
2) Cc1ccc(C2C3CSCC=C3C(C#N)=C(N)C2(C#N)C#N)cc1 (stereo not drawn)
3) Cc1ccc(-c2cc(C(=O)N3CCN(C(=O)c4ccco4)CC3)no2)cc1
4) CCOC(=O)C1=C(C)Nc2ncnn2C1c1cccs1 (stereo not drawn)
5) O=C1c2cccnc2C(Nc2cccc(F)c2)N1Cc1ccco1 (stereo not drawn)
6) Cc1ccc(NC(=O)COC(=O)C2CC2)c(Br)c1
7) Cc1nc(N2CCC(C)CC2)c2c(C)c(C(=O)Nc3cccc(C(F)(F)F)c3)sc2n1
8) O=C(/C=C/c1cccc([N+](=O)[O-])c1)NCCSCc1c(Cl)cccc1Cl

assay / compound | 1 | 2 | 3 | 4 | 5 | 6 | 7 | 8
Rad51 HR inh | 1 | -10 | -8 | 3 | -4 | -1 | -45 | -4
14-3-3 Bad inh | -10 | -1 | 7 | 21 | -8 | 4 | -8 | -15
EBV gp42 inh | -12 | -21 | -11 | -2 | -4 | -3 | -9 | 14
KLK5 inh | 0 | -12 | -25 | 1 | -7 | -9 | 4 | -14
eIF4E-4G inh | 3 | 5 | -11 | 4 | 0 | 4 | 1 | 3
Furin inhibitor | -15 | -19 | -9[20 µM] | -8[20 µM] | -23 | -14 | -31 | 0
thrombin 1536 | -2 | -2 | 4 | 0 | -4 | -4 | -3 | -6
Cl transport mod | -0.055 | -0.19 | -1.2 | -0.053 | -0.01 | 0.27 | 1.3 | -1.9
p47phox inh | 3 | -51 | -14 | -13 | -13 | 5 | -8 | -8

9) Cc1cccc2cc(CN(Cc3ccc(F)cc3)Cc3nnnn3C3CCCC3)c(=O)[nH]c12
10) CCN(CC)CCNC(=O)c1cn(CC)c2cc(N3CCN(C(=O)c4ccco4)CC3)c(F)cc2c1=O
11) O=S(=O)(Nc1ccc(-c2nc3cccnc3s2)cc1)c1cc(F)ccc1F
12) CN[C@H]1CC[C@@H](c2ccc(Cl)c(Cl)c2)c2ccccc21
13) CN1CCc2c(c3ccccc3n2C)C1
14) O=C(Nc1nnc(Cc2ccccc2)s1)c1cccs1
15) COc1ccccc1NC(=O)CCC(=O)OCc1ccc(Br)cc1
16) COc1ccc(CN(C(=O)CSc2nnc(-c3ccc(OC)c(OC)c3)o2)c2ccc(F)cc2)cc1

assay / compound | 9 | 10 | 11 | 12 | 13 | 14 | 15 | 16
Rad51 HR inh | . | -3 | . | -4 | -11 | 4 | 18 | -1
14-3-3 Bad inh | 1 | 6 | 4 | -3 | 2 | 14 | 62 | -2
EBV gp42 inh | -13 | -12 | 0 | -11 | 3 | -10 | 3 | 2
KLK5 inh | -6 | 2 | -12 | . | -10 | 16 | -8 | -8
eIF4E-4G inh | 1 | -2 | 8 | 5 | -1 | -16 | -1 | -2
Furin inhibitor | -18 | -24 | -19 | . | -10[20 µM] | -11 | -7 | -18[20 µM]
thrombin 1536 | 2 | -2 | -3 | . | 0 | 1 | 1 | 0
Cl transport mod | . | 0.89 | 0.45 | -1.4 | 0.45 | . | -1.4 | -0.029
p47phox inh | -17 | -11 | -19 | -5 | -9 | 3 | 0 | 4

Complete entries from above. Order of screens: Rad51 HR inh	14-3-3 Bad inh	EBV gp42 inh	KLK5 inh	eIF4E-4G inh	Furin inhibitor	thrombin 1536	Cl transport mod	p47phox inh
Shown for CCN(CC)CCNC(=O)c1cn(CC)c2cc(N3CCN(C(=O)c4ccco4)CC3)c(F)cc2c1=O → -3	6	-12	2	-2	-24	-2	0.89	-11
Shown for CN[C@H]1CC[C@@H](c2ccc(Cl)c(Cl)c2)c2ccccc21 → -4	-3	-11	.	5	.	.	-1.4	-5
Shown for O=S(=O)(Nc1ccc(-c2nc3cccnc3s2)cc1)c1cc(F)ccc1F → .	4	0	-12	8	-19	-3	0.45	-19
Shown for Cc1cccc2cc(CN(Cc3ccc(F)cc3)Cc3nnnn3C3CCCC3)c(=O)[nH]c12 → .	1	-13	-6	1	-18	2	.	-17
Shown for COc1ccc(CN(C(=O)CSc2nnc(-c3ccc(OC)c(OC)c3)o2)c2ccc(F)cc2)cc1 → -1	-2	2	-8	-2	-18[20 µM]	0	-0.029	4

(further entries)
17) O=C(NC1CCCCCCC1)C1c2ccccc2C(=O)N1Cc1ccco1 (stereo not drawn)
18) O=C1N=C(N2CCc3ccccc3C2)S/C1=C\c1cccc(O)c1
19) Cc1oc(-c2ccccc2Cl)nc1CSCC(=O)N1CCCC1
20) CCOC(=O)C(C(=O)OCC)C(C#N)c1ccccc1 (stereo not drawn)
21) COc1ccccc1C(=O)Nc1ccc2c(c1)OCCO2
22) COc1ccc(-c2csc3ncnc(Oc4ccc5c(C)cc(=O)oc5c4)c23)cc1
23) CCN(CC)S(=O)(=O)c1cc(C(=O)NCCN2CCOCC2)ccc1Cl
24) COc1cc(C=O)ccc1OS(=O)(=O)c1ccccc1[N+](=O)[O-]

assay / compound | 17 | 18 | 19 | 20 | 21 | 22 | 23 | 24
Rad51 HR inh | 0 | 3 | 0 | -1 | 22 | 2 | -8 | .
14-3-3 Bad inh | -11[fluorescence artefact?] | -2[fluorescence artefact?] | 12 | 3[fluorescence artefact?] | 1 | 50[fluorescence artefact?] | -3 | 38
EBV gp42 inh | -10 | -12 | -26 | -5 | -14 | -5 | 0 | -2
KLK5 inh | -7 | -2 | -16 | 13 | 15 | -8 | 0 | 0
eIF4E-4G inh | -3[fluorescence artefact?] | 0 | 6 | 2[fluorescence artefact?] | 0 | 7[fluorescence artefact?] | 0 | 1[fluorescence artefact?]
Furin inhibitor | -27[20 µM] | -8 | -17 | -20[20 µM] | -18 | -7 | -8 | -9
thrombin 1536 | 2 | 8 | -6 | -4 | -8 | 11 | -7 | 13
Cl transport mod | 0.13 | -2.5 | . | 0.32 | -0.37 | -2.5 | 0.89 | -1.8
p47phox inh | -74 | -58 | -12 | -3 | -2 | -13 | -1 | -5

Two compounds picked at random from the list so far:
20) CCOC(=O)C(C(=O)OCC)C(C#N)c1ccccc1 (stereo not drawn)
22) COc1ccc(-c2csc3ncnc(Oc4ccc5c(C)cc(=O)oc5c4)c23)cc1

assay / compound | 20 | 22
Rad51 HR inh | -1 | 2
14-3-3 Bad inh | 3[fluorescence artefact?] | 50[fluorescence artefact?]
EBV gp42 inh | -5 | -5
KLK5 inh | 13 | -8
eIF4E-4G inh | 2[fluorescence artefact?] | 7[fluorescence artefact?]
Furin inhibitor | -20[20 µM] | -7
thrombin 1536 | -4 | 11
Cl transport mod | 0.32 | -2.5
p47phox inh | -3 | -13

Continued.
25) c1ccc(CCNc2nc(-c3ccncc3)cs2)cc1
26) CC(C)Sc1cc(N2CCCC2)nc(-c2ccccc2)n1
27) CC(C)(C)c1ccc(C(=O)NNc2cc(N3CCCCC3)nc(N3CCCCC3)n2)cc1
28) CCN(CC(=O)NCc1ccc(F)cc1)C(=O)/C=C/c1ccco1
29) CCNc1nc(NC(C)C)nc(Oc2ccc(OCc3ccccc3)nn2)n1
30) O=C(CS(=O)(=O)Cc1ccccc1)Nc1ccccn1
31) COc1ccc(C(=O)CSc2nc(-c3ccccn3)nc(C)c2Cl)cc1
32) Cc1ccc(NS(=O)(=O)c2ccc(NC(=O)CN(c3cc([N+](=O)[O-])ccc3C)S(C)(=O)=O)cc2)c(C)c1

assay / compound | 25 | 26 | 27 | 28 | 29 | 30 | 31 | 32
Rad51 HR inh | 8 | -6 | -3 | -14 | -3 | 6 | 19 | .
14-3-3 Bad inh | -7 | -9 | . | 15 | 1 | 1 | -7 | 2[fluorescence artefact?]
EBV gp42 inh | -8 | 10 | -1 | -1 | -2 | -19 | -4 | 11
KLK5 inh | -2 | -10 | 2 | -2 | -6 | 11 | 0 | -7
eIF4E-4G inh | 2 | 5 | . | -4 | 2 | -2 | 0 | -4
Furin inhibitor | -30 | -14[20 µM] | -23[20 µM] | -6 | -14[20 µM] | -17[20 µM] | -18 | -29
thrombin 1536 | . | -5 | 0 | 0 | 3 | -8 | -5 | 3
Cl transport mod | -0.71 | -0.13 | -0.12 | 0.7 | -1.7 | 0.2 | -1.4 | 0.69
p47phox inh | 2 | -27 | 5 | 12 | 0 | -11 | -11 | -11

33) Cc1ccccc1N1C(=O)C(Oc2ccc(Cl)cc2)C1CNCC1CCCO1 (stereo not drawn)
34) CCc1cccc2c(C(=S)N3CCOCC3)c[nH]c12
35) CCN1CCN(Cc2ccc(NC(=O)c3cc(NC(=O)c4cc(-c5ccc(OC)cc5)n[nH]4)cc(OC)c3)cc2C(F)(F)F)CC1
36) Cc1ccc(NC(=O)Cn2c(=O)n(CCCC(=O)NCc3ccco3)c(=O)c3ccccc32)cc1
37) Cn1c(SCC(=O)N2CCCc3ccccc32)nc2cccnc21
38) CCCCNC(=O)c1ccc(Cn2c(=S)[nH]c3c([nH]c4ccc(OC)cc43)c2=O)cc1
39) O=C(O)c1ccc(CNCc2ccc(Cl)cc2Cl)cc1
40) Cn1c(SC(C(=O)Nc2ccc(F)cc2)c2ccccc2)nc2ccccc21 (stereo not drawn)

assay / compound | 33 | 34 | 35 | 36 | 37 | 38 | 39 | 40
Rad51 HR inh | -2 | -17 | -6 | . | 9 | -4 | 3 | 1
14-3-3 Bad inh | 6 | -13 | -14 | 2 | 2[fluorescence artefact?] | 12 | 17[fluorescence artefact?] | -1
EBV gp42 inh | -2 | 0 | -13 | -20 | -14 | -9 | -12 | -1
KLK5 inh | -7 | -3 | -1 | -7 | -9 | 17 | -24 | -7
eIF4E-4G inh | 0 | 0 | 23 | -7 | 6 | 5 | -1 | 5
Furin inhibitor | -17 | -14 | -28 | -13 | -21[20 µM] | -25 | -17[20 µM] | -6
thrombin 1536 | 0 | 0 | -3 | -3 | 0 | -2 | -7 | -1
Cl transport mod | 0.016 | 0.94 | -0.22 | . | . | -0.67 | -0.54 | 0.69
p47phox inh | 1 | -2 | 38* | -6 | -14 | 20 | -5 | -10

41) COC(=O)/C=C/C(=O)Nc1ccc(O)c(Cl)c1
42) CC(=O)c1cccc(CN2CCCC(C(=O)c3ccc4c(c3)OCO4)C2)c1 (stereo not drawn)
43) CN(C)/C=C/C(=O)c1ccccc1OCc1cnc(Cl)s1
44) COc1ccc(C)cc1NC(=O)CCC(=O)Nc1nnc(C(F)(F)F)s1
45) CCCC1C2C(=O)N(c3ccc(OC)cc3)C(=O)C2ON1c1ccccc1 (stereo not drawn)
46) NS(=O)(=O)c1cccc(NC(=O)CN2CCc3ccccc32)c1
47) COc1ccc(C2C(C#N)=C(N)N(c3sc4c(c3C#N)CCCC4)C3=C2C(=O)CC(C)(C)C3)cc1 (stereo not drawn)
48) O=C(c1cc([N+](=O)[O-])cc([N+](=O)[O-])c1)N(c1ccccn1)c1ccccn1
49) O=C(Oc1c(Br)cc(C(=S)N2CCOCC2)cc1Br)c1ccc(Cl)cc1

assay / compound | 41 | 42 | 43 | 44 | 45 | 46 | 47 | 48 | 49
Rad51 HR inh | 1 | 22 | 2 | -4 | -4 | -27 | -8 | -4 | .
14-3-3 Bad inh | -8 | 9 | -19 | -7 | 90* | -18 | -10 | -5 | 0
EBV gp42 inh | 5 | -18 | -2 | -4 | -12 | 2 | -20 | -3 | -8
KLK5 inh | -11 | -3 | -10 | -3 | -4 | -1 | -9 | 3 | 3
eIF4E-4G inh | 0 | -6 | 2 | -1[fluorescence artefact?] | -24 | -1 | -14 | 4[fluorescence artefact?] | 49*
Furin inhibitor | -16 | -5 | -16 | -20[20 µM] | -17[20 µM] | -9 | -16[20 µM] | -15 | 12[20 µM]
thrombin 1536 | -3 | 6 | 4 | -6 | -1 | 7 | 0 | -6 | -3
Cl transport mod | . | 0.6 | -0.074 | . | -0.078 | 1.7 | -1.2 | 0.65 | -0.79
p47phox inh | 1 | 3 | -4 | -3 | 3 | -26 | -13 | 2 | -7

Bioassay records (PubChem BioAssay)
